TWEAK Fn14 block: inhibitors of TWEAK-Fn14 interaction signaling. hit rate 2% among 360,000. inhibition, % at 10 µM. TWEAK-stimulated Fn14 reporter cells, luciferase luminescence, 8 h; in the data active means inhibition above about 50%
NCOA3 inh: inhibitors of human steroid receptor coactivator 3 (SRC3); hit rate 0.17% among 360,000; inhibition, % at 3.6 µM; AID 588352; HEK293 GAL4-SRC3 luciferase reporter, luminescence;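 active means inhibition above a per-campaign cutoff, the mean of all compounds plus 3 SD, cut at about 60% in these data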;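 further: 0% = DMSO-treated cells and 100% = gossypol-treated cells at 36 µM; higher means less SRC3-driven luciferase light from the GAL4 reporter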
Shn3 3UTR inh: reduces Shn3 3'UTR luciferase signal in osteoblasts | Clone20 osteoblast Shn3 3'UTR firefly luciferase, 24 h | inhibition, % at 12.5 µM | hit rate 0.52% among 360,000;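 active means mean inhibition of at least 75% with every replicate also reaching 75%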;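 further: 0% = median of neutral control wells and 100% = pilot-screen positive control compound; some compounds past the cut are filed as inactive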
CF NFkB inh: inhibitors of cystic fibrosis induced NF-kB; KKLEB NF-kB-GFP reporter, PAF-induced, GFP fluorescence overnight; inhibition, % at 5 µM; hit rate 0.86% among 360,000;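 active means at least 50% inhibition at 5 µM, scaled per plate between neutral and stimulator controls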;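 further: PAF is a Pseudomonas aeruginosa culture filtrate used as stimulus; plate controls were PAF-stimulated DMSO wells for no effect and unstimulated DMSO wells for full effect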
NCOA1 inh: inhibitors of human steroid receptor coactivator 1 (SRC1). Q15788. HEK293 GAL4-SRC1 luciferase reporter, luminescence. inhibition, % at 3.6 µM. hit rate 0.12% among 360,000. AID 588354;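 active means inhibition above the campaign mean plus 3 SD, with each screening campaign given its own cutoff, cut at about 60% in these data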;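 further: 0% = DMSO treated cells and 100% = gossypol at 36 µM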
C8 TRAIL sens: caspase-8 TRAIL sensitization; NB7+C8 cells + TRAIL, ATPlite viability luminescence; inhibition (viability loss, TRAIL sensitization), % at 10 µM; hit rate 1% among 360,000;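 active means compounds causing at least 50% loss of cell viability in the single-dose screen, relative to plate controls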
LMP1 NFkB inh: reduces LMP1-driven NF-kappaB luciferase signal; LMP1-induced NF-kappaB luciferase reporter cells, luminescence; inhibition, % at 12.5 µM; hit rate 0.69% among 350,000; AID 504558; in the data active means inhibition above about 41%;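 further: 0% = neutral control wells and 100% = reference inhibitor control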
LRH-1 inv ag: NR5A2 inverse agonism in reporter assay; AID 602396; O00482; inhibition, % at 3.6 µM; hit rate 0.13% among 360,000; HEK293T StAR-luciferase reporter, LRH-1 transfected, 24 h;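 active means inhibition above the mean inhibition of all tested compounds plus 3 SD, cut at about 73% in these data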;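 further: 0% = DMSO wells and 100% = reporter-only cells lacking LRH-1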
Target sequence (O00482 whole entry, looked up): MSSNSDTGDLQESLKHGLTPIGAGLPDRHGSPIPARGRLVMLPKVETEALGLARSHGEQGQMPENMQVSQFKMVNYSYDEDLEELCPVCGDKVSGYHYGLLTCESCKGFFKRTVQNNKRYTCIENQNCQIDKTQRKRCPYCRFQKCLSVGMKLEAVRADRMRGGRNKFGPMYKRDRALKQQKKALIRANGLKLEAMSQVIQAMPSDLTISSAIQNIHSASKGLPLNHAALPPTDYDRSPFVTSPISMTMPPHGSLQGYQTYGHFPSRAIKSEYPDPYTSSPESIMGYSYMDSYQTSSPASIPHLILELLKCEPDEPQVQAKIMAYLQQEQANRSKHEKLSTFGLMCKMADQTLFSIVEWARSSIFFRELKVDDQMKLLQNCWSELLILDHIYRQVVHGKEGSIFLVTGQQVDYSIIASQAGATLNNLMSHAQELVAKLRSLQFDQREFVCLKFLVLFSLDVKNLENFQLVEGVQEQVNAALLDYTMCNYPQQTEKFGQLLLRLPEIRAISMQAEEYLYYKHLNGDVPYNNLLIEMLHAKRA
KKLEB tox: reduces viability of KKLEB cystic fibrosis airway cells; KKLEB CF airway cells viability, ATPlite luminescence, overnight; active compounds read low; cells stimulated with P. aeruginosa culture filtrate; activity change (cytotoxicity), % at 5 µM; hit rate 0.36% among 360,000;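 active means corrected activity change at or below -50% at 5 µM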
COUP-TFII inh: inhibitors of human COUP-TFII (NR2F2) | inhibition, % at 8.6 µM | hit rate 0.7% among 370,000 | HEK293T NGFI-A luciferase reporter, luminescence | P24468 | AID 686940;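 active means inhibition above a per-plate cutoff, mean inhibition of test wells between control levels plus 3 SD, cut at about 38% in these data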;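 further: cells cotransfected with COUP-TFII expression vector driving the NGFI-A reporter; 0% = median of COUP-TF2 test wells and 100% = reporter-only cells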
Target sequence (P24468 whole entry, looked up): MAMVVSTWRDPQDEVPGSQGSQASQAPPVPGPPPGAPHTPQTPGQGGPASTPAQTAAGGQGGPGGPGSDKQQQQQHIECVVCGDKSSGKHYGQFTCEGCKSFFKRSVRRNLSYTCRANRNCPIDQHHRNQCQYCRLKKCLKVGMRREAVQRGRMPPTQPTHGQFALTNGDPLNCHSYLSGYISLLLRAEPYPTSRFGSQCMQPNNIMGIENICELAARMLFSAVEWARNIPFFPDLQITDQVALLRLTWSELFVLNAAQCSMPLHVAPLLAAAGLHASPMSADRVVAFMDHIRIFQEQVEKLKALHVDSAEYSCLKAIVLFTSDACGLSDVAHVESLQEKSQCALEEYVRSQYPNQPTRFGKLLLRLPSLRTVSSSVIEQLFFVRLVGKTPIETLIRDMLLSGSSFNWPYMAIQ
TROY signal inh: TROY signaling inhibition; Q293 LMP1-TROYcd NF-kB luciferase reporter, 4 h; inhibition, % at 10 µM; hit rate 0.98% among 360,000; AID 1347056;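 active means compounds whose plate-normalised and pattern-corrected inhibition of the luciferase reporter signal at the single screening dose is 50% or more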
Numbers without * were called inactive; nt = no result given. An excerpt. The share of hits here may be higher or lower than overall.

molecule	COUP-TFII inh	TWEAK Fn14 block	TROY signal inh	NCOA3 inh	LMP1 NFkB inh	Shn3 3UTR inh	KKLEB tox	CF NFkB inh	C8 TRAIL sens	NCOA1 inh	LRH-1 inv ag
O=[N+]([O-])c1ccc(CN2CCN(c3ccccc3)CC2)o1	-5	7	2	0	-1	1	5	-10	11	-26	8
COc1cccc(-c2cc(C(=O)NCCCn3ccnc3)no2)c1	1	4	-21	-26	-1	-6	-5	10	7	-17	-25
CC1CC(C)(C)NC(=S)N1CC(=O)N(C)Cc1ccccc1 (stereo unspecified)	-18	15	22	0	3	0	-11	19	1	-20	-1
Cc1ccc(C2=Nc3ccccc3SC(c3cccc([N+](=O)[O-])c3)C2)cc1 (stereo unspecified)	-10	40	25	-12	-40	-22	-31	8	17	-9	26
c1ccc2[nH]c(C3CC3)nc2c1	-1	18	-1	12	-3	-2	11	-7	-4	12	13
O=C(NCC(c1ccco1)N1CCOCC1)c1c(F)cccc1F (stereo unspecified)	8	11	-13	2	-3	0	-18	8	7	-4	-13
O=C(CS(=O)c1cccc(C(F)(F)F)c1)Nc1ccccc1Cl (stereo unspecified)	0	3	3	11	3	-4	18	-7	0	1	17
O=C(c1sc2cc(F)ccc2c1Cl)N1CCN(c2cccc(Cl)c2)CC1	2	6	30	-6	11	-3	-9	6	-7	14	-14
FC(F)(F)c1nnc2ccc(NCc3cccnc3)nn12	-16	-7	6	15	-14	1	-2	13	2	1	6
O=C(CSc1ccc(Cl)cc1)N1N=CCC1c1ccccc1 (stereo unspecified)	-1	16	-28	16	-4	-19	-9	8	9	-14	7
CCCNC(=O)c1ccc2c(=O)c(O)c(-c3ccc(F)cc3)[nH]c2c1	nt	-27	-5	-6	3	7	-12	7	4	-6	-12
COc1ccc(C(=O)N[C@H](C(=O)OCCCOC(=O)[C@@H](NC(=O)c2ccc(OC)cc2)C(C)C)C(C)C)cc1	15	9	6	8	7	18	2	-18	-4	-11	20
Cn1c(SCC(=O)Nc2ccccc2Cl)nnc1C1CC1	-18	15	-3	-15	-4	-5	2	-10	-1	-1	-3
Cc1cc(S(=O)(=O)Nc2ccccc2C(=O)O)ccc1Cl	-21	-16	-37	-7	-10	-3	1	13	0	-25	-32
CC(C)(C)N(Cc1ccccc1)C(=O)c1cccs1	9	-10	15	10	3	-2	10	-1	-5	0	10
Cc1cc(C)nc(SCC(N)=O)n1	-8	-9	8	16	-2	nt	-3	8	-8	16	10
COc1ccc(CCN2C(=O)CC(N3CCN(c4ccccn4)CC3)C2=O)cc1OC (stereo unspecified)	-11	0	6	2	1	-7	0	6	12	1	2
CCCC(=O)NCCc1ccc(F)cc1	-10	-16	3	5	3	-27	-3	11	-3	-8	-1
O=C(NC1CCCc2ccccc21)c1cc(S(=O)(=O)N2CCOCC2)ccc1F (stereo unspecified)	0	-3	-1	3	-8	15	4	8	-3	-7	-14
Cc1noc(C)c1C(=O)OCC(=O)/C=C1/N(C)c2ccccc2C1(C)C	-19	15	10	-24	1	38	1	12	1	-21	-9

Individual results from above.
`COc1ccc(C(=O)N[C@H](C(=O)OCCCOC(=O)[C@@H](NC(=O)c2ccc(OC)cc2)C(C)C)C(C)C)cc1` @ Shn3 3UTR inh = 18
`Cc1cc(C)nc(SCC(N)=O)n1` @ NCOA3 inh = 16

(cont.)
molecule	COUP-TFII inh	TWEAK Fn14 block	TROY signal inh	NCOA3 inh	LMP1 NFkB inh	Shn3 3UTR inh	KKLEB tox	CF NFkB inh	C8 TRAIL sens	NCOA1 inh	LRH-1 inv ag
CCOC(=O)c1cc(S(=O)(=O)N2CC(C)CC(C)C2)cn1C (stereo unspecified)	6	5	-32	5	2	7	-5	0	10	3	15
CCOc1ccccc1NC(=O)c1ccc(-n2cncn2)nc1	-11	2	-4	8	-6	3	15	17	-7	-16	-8
CCOC(=O)CSc1nc(Cc2ccccc2)nc2ccccc12	-2	8	13	-1	7	-8	5	8	-4	-14	-2
Cc1ccc(C(=C2C3C=CC2C2C(=O)NC(=O)C32)c2ccc(C)cc2)cc1 (stereo unspecified)	nt	-19	13	10	-4	13	7	1	11	-18	13
C=CCNc1cc(C(F)(F)F)nc(-c2ccccn2)n1	2	-2	-1	-3	1	4	3	2	16	0	12
CC1(C)CC2CC(C)(CN2S(=O)(=O)c2ccc(C(=O)Nc3ccc(Cl)c(S(=O)(=O)N4CCOCC4)c3)cc2)C1 (stereo unspecified)	0	36	41	-6	4	51	18	22	15	-7	-6
COc1ccccc1CC(=O)Nc1ccc(-c2noc(COc3ccc(Br)cc3)n2)cc1	-9	-19	1	-5	-11	23	-28	20	24	6	23
COc1cc(Br)c(Br)cc1N	6	-14	-22	17	1	12	-10	3	0	10	4
COc1ccc(N2CCN(CCCNC(=O)C(=O)c3c[nH]c4ccccc34)CC2)cc1	7	5	3	-15	6	0	-5	-6	-2	-6	9
COc1ccc(/C(O)=C2/C(=O)C(=O)N(Cc3cccnc3)C2c2ccco2)cc1OC (stereo unspecified)	-20	-3	-1	-3	5	1	6	-10	2	-18	-9
CCc1nc2ccc(C(=O)NCCC(C)C)cn2c1N(CC)CCOC	-8	0	-5	-5	nt	2	-1	-15	-5	4	-16
CN(C)c1ccc(CNC(=O)CN2C(=O)COc3ccc(S(=O)(=O)N4CCCC4)cc32)cc1	-5	-7	-24	25	-8	-13	3	8	-29	8	7
CC(=O)C(C(C)=O)c1cc(NS(=O)(=O)c2ccccc2)ccc1NS(=O)(=O)c1ccccc1	-8	18	36	-16	-13	-8	-2	4	23	11	5
CC(C)[C@H](NC(=O)OCc1ccccc1)C(=O)NCc1ccccc1	-12	6	6	-18	-4	16	-3	4	-7	-16	-14
COc1ccc(C(NC(=O)C2CCN(Cc3ccc(Oc4ccccc4)cc3)CC2)c2ccccn2)cc1 (stereo unspecified)	-9	-13	15	3	nt	46	-10	23	-1	0	-1
COc1ccc(CCNC(=O)COc2cc(O)c3c(c2)OC(C)(C)CC3=O)cc1OC	0	-6	9	-2	-1	27	2	12	-2	-1	-1
O=C(COC(=O)CCC1CCCC1)Nc1ccc(F)cc1	0	-7	-29	11	-1	7	8	-18	-2	-3	-15
O=C1c2ccccc2C(=O)N1CCc1nc2ccccc2c(=O)n1CCCn1ccnc1	-15	10	13	-42	8	-7	1	-10	-5	-22	-3
CC(=NNC(=O)c1cc(C)nc2ccccc12)c1ccc(N2CCOCC2)cc1	-23	3	14	-1	6	-3	16	-1	-11	-12	8
COc1ccc(C(C(=O)NC(C)(C)C)N(C(=O)CCC(=O)Nc2ccccn2)C2CCCCC2)cc1 (stereo unspecified)	18	-7	1	-3	-4	-6	-6	4	-5	2	-10
Cc1cnc(C(=O)N2CCN(S(=O)(=O)c3ccc4ccccc4c3)CC2)cn1	10	7	-18	-8	6	13	11	13	-1	13	1
COC(=O)c1c(NC(=O)Cc2ccc(OC)c(S(=O)(=O)N3CCOCC3)c2)sc(C)c1C	-8	1	10	-1	-10	8	-3	-8	12	-6	16
COc1ccccc1OCc1ccc(C(=O)Nc2ccccc2)cc1	-14	1	-14	-56	-5	-67	3	-3	-11	-62	-77
Cc1nc(N2CCN(S(=O)(=O)c3ccccc3C#N)CC2)c2c(-c3cccs3)csc2n1	-22	27	17	2	4	27	-8	22	6	13	-19
COC(=O)/C=C/c1c(C)[nH]c(=O)[nH]c1=O	2	-22	11	-5	2	1	0	-5	5	-21	-16
CC1=CC2=NC(=O)/C(=C\c3ccc(OC(=O)c4ccco4)cc3)C(=N)N2O1	3	16	7	7	1	-10	-12	-7	-5	-20	0
CC1CN(C(=O)CSc2nnc(-c3cccs3)n2N)CC(C)O1 (stereo unspecified)	-4	-5	11	3	-1	-6	11	-8	-6	-15	-7
O=C(CN1CCN(S(=O)(=O)c2ccc(Cl)cc2)CC1)NCc1cccs1	-2	-2	12	5	-1	-7	6	5	2	-13	4
OC1(C(F)(F)F)CC(c2ccc3ccccc3c2)=NO1 (stereo unspecified)	-11	-21	-16	17	-1	-13	-2	-4	-7	-32	-15
Cc1ccc(Cn2c(=N)c(S(=O)(=O)c3ccc(C)cc3)cc3c(=O)n4ccccc4nc32)cc1	-5	-16	-12	19	16	18	-18	24	-9	-31	15
OCCC1CN(Cc2cn[nH]c2C2CCCCC2)CCN1Cc1ccccc1 (stereo unspecified)	6	-6	8	9	4	55	-2	-11	11	9	-15
c1ccc(-n2cnnc2SCc2nc3ccccc3s2)cc1	-48	5	17	-56	-12	-72	7	-12	3	-122	-75
Cc1ccc(-n2cc(-c3ccccc3)c3c(=O)[nH]cnc32)cc1	7	15	-13	12	5	5	16	-10	-21	16	-4
CC1CC(C)CN(S(=O)(=O)c2ccc(C(=O)Nc3nnc(-c4cccs4)o3)cc2)C1 (stereo unspecified)	8	-18	1	1	34	59	0	9	12	0	-13
CC1=C(C(N)=O)C(c2ccco2)C(C(N)=O)=C(C)N1	10	-10	6	15	-3	-1	-9	13	-4	-15	0
Cn1c(=O)c(=O)n(C)c2cc(S(=O)(=O)CCC(=O)Nc3c(F)c(F)c(F)c(F)c3F)ccc21	-19	0	1	-7	-2	-13	-4	1	11	-1	-3
COc1cccc(CN2CC(C(=O)NCCOc3ccccc3)CCC2=O)c1 (stereo unspecified)	-14	3	-6	4	0	-20	14	11	-5	-17	-11
Cc1cn([C@H]2C[C@H](O)[C@@H](CNCc3ccc(-c4cc(Cl)ccc4C(F)(F)F)o3)O2)c(=O)[nH]c1=O	-1	6	-5	-17	3	5	-17	17	-6	-2	-14
O=C1Nc2ccccc2C12OCCO2	0	-4	-15	-3	-4	-11	-2	-6	1	11	28
COc1ccc(NC(=O)C2C3C=CC4(O3)C2C(=O)N(CCCN2CCCCC2)C4C(=O)NC2CCCC(C)C2C)cc1 (stereo unspecified)	1	-19	-36	-17	-5	-6	-2	-4	-11	12	6
COc1ccc(OC)c(S(=O)(=O)Nc2c(C)cccc2C)c1	-4	7	-22	-24	-9	-6	-21	8	-3	2	11
O=c1c2cc(NC(=S)N3CCC(N4CCCCC4)CC3)ccc2nc2n1CCCCC2	14	6	3	-1	-6	4	-2	11	-5	-4	-4
Brc1ccc(C2=NC(Cc3ccccc3)CO2)cc1 (stereo unspecified)	1	-34	-81	-29	-28	-65	-9	-4	-8	-33	-1
O=C(O)CCc1ccccc1OC(=O)c1ccccc1	5	-22	-8	-5	3	21	2	-13	-25	7	-2
CCN(CC)CCNC(=O)c1ccc(NC(=O)c2cccc(-n3cnnn3)c2)cc1	-2	-8	8	-4	10	2	-24	15	-1	-3	-4
CCOC(=O)c1cccc(NC(=O)N[C@@H](C)C(=O)OC)c1	8	41	11	20	1	-3	8	2	-4	6	14
